Bioassay records as filed in PubChem.
NCI-60 one-dose screen, 48 h, at 10 µM unless noted. Numbers give growth in % (100 = growth as untreated, 0 = no growth, -100 = all killed).
EKVX: EKVX NSCLC | 71,000 tested, 3% active | AID 1794765
HOP-92: HOP-92 NSCLC cells. 71,000 tested, 6.3% active
CCRF-CEM: CCRF-CEM leukemia; 77,000 tested, 7% active
RPMI-8226: RPMI-8226 leukemia cells; AID 1794781; 77,000 tested, 7.5% active
MOLT-4: MOLT-4 leukemia cells. 80,000 tested, 6.9% active
A549/ATCC: A549/ATCC NSCLC; 81,000 tested, 3.7% active; AID 1794740
M14: M14 melanoma | 80,000 tested, 6.2% active | AID 1794745
HOP-62: HOP-62 NSCLC. 80,000 tested, 3.9% active
* marks the source's active call; other numbers are inactive results; . = not tested or not shown; & = joins results of further samples; ! = not confirmed by another sample. How the source made its calls: active means growth percent below 10; inactive means the rest.

Preview:
SMILES	EKVX	HOP-92	CCRF-CEM	RPMI-8226	MOLT-4	A549/ATCC	M14	HOP-62
c1nc(N2CCOCC2)c2[nH]ccc2n1	103	70	107	94	94	100	103	114
COc1cccc(C(=O)N(c2ccc(F)c(F)c2)C(C(=O)NC(C)(C)C)c2cc3c(C)cc(C)cc3nc2Cl)c1 (configuration not stated)	55	47	54	43	44	53	65	87
CN(C)c1ccc2nc3ccc(=O)cc-3sc2c1	41	61&49	20&13	14&13	-19*!	1.3*!	7.6*	61&35
Nc1c(C(=O)O)[nH]c(=O)[nH]c1=O	105	104	90	100	96	72	103	108

Main list (from the top)
SMILES	EKVX	HOP-92	CCRF-CEM	RPMI-8226	MOLT-4	A549/ATCC	M14	HOP-62
c1nc(N2CCOCC2)c2[nH]ccc2n1	103	70	107	94	94	100	103	114
COc1cccc(C(=O)N(c2ccc(F)c(F)c2)C(C(=O)NC(C)(C)C)c2cc3c(C)cc(C)cc3nc2Cl)c1 (configuration not stated)	55	47	54	43	44	53	65	87
CN(C)c1ccc2nc3ccc(=O)cc-3sc2c1	41	61&49	20&13	14&13	-19*!	1.3*!	7.6*	61&35
Nc1c(C(=O)O)[nH]c(=O)[nH]c1=O	105	104	90	100	96	72	103	108
COc1ccc(Nc2nn3c(=O)c4cc(SC)ccc4nc3s2)cc1	102	110	102	103	87	84	105	106
Cc1cccc(NC(=O)C2=NCCCCN2)c1	107	96	106	104	104	106	106	115
Cc1ccc(C(=O)COC(=O)c2ccc3c(c2)C(=O)N(c2cccc4ncccc24)C3=O)cc1	106	101	89	90	100	78	99	96
Cc1oc2ccccc2c(=O)c1C(=O)c1ccc(O)cc1	96	.	106	95	110	98	112	98
OC1CC2c3ccccc3C1c1cccc[n+]12 (configuration not stated)	110	94	95	96	97	102	103	145
CC(C)C(=O)OCCN(CCc1ccccc1)CCc1ccccc1	103	104	105	111	110	97	103	97
O=C1OC(c2nc3ccccc3s2)=C/C1=C\c1cccc(O)c1	101	84	93	72	105	100	101	95
O=C(c1ccccc1)N1CCOC(O)(c2ccccc2)C1c1ccccc1 (configuration not stated)	114	73	98	.	93	99	104	109
Cc1cc(C)c2nc(N3CCC(C(=O)NCCCN4CCC(N5CCCCC5)CC4)CC3)sc2c1	.	72	99	96	97	94	102	111
Oc1ccc(Nc2ccnc3cc(Cl)ccc23)cc1	94	.	50	.	76	99	100	106
OCCNc1nc(Nc2ccc(Cl)cc2)nc(Nc2ccc(C3=NN(c4cc(Cl)cc(Cl)c4)C(c4ccccc4)C3)cc2)n1 (configuration not stated)	86	112	83	105	80	85	106	92
O=C(/C=C\c1ccc(Cl)cc1)c1ccc(NC2=CC(=O)c3ccccc3C2=O)cc1	86	98	.	66	.	91	82	93
COc1ccc(Cn2cncc2-c2c[nH]c3ccccc23)cc1	74	59	92	85	96	99	91	72
C=CCOC(=O)Oc1c(C)cc([N+](=O)[O-])cc1[N+](=O)[O-]	103	81	98	89	78	88	107	106
COc1cnc2c(c1)C(=O)c1c-2n(CCCN2CCOCC2)c(=O)c2cc(Cl)ccc12	54	70	1.3*	9.8*	-18*	35	12	4.6*
CCOC(=O)c1ccccc1NC(=O)CN(CC)CC	107	68	84	94	91	96	93	99

In the list so far, four contain four or more nitrogen atoms:
SMILES	EKVX	HOP-92	CCRF-CEM	RPMI-8226	MOLT-4	A549/ATCC	M14	HOP-62
c1nc(N2CCOCC2)c2[nH]ccc2n1	103	70	107	94	94	100	103	114
COc1ccc(Nc2nn3c(=O)c4cc(SC)ccc4nc3s2)cc1	102	110	102	103	87	84	105	106
Cc1cc(C)c2nc(N3CCC(C(=O)NCCCN4CCC(N5CCCCC5)CC4)CC3)sc2c1	.	72	99	96	97	94	102	111
OCCNc1nc(Nc2ccc(Cl)cc2)nc(Nc2ccc(C3=NN(c4cc(Cl)cc(Cl)c4)C(c4ccccc4)C3)cc2)n1 (configuration not stated)	86	112	83	105	80	85	106	92

Returning to the listing, repeating the 2 entries before the break.
SMILES	EKVX	HOP-92	CCRF-CEM	RPMI-8226	MOLT-4	A549/ATCC	M14	HOP-62
COc1cnc2c(c1)C(=O)c1c-2n(CCCN2CCOCC2)c(=O)c2cc(Cl)ccc12	54	70	1.3*	9.8*	-18*	35	12	4.6*
CCOC(=O)c1ccccc1NC(=O)CN(CC)CC	107	68	84	94	91	96	93	99
COc1ccc(/C(C)=N/OC(=O)c2sc3ccccc3c2Cl)cc1CN1CCOCC1	.	100	100	97	89	97	.	99
O=C(Nc1nc2ccc([N+](=O)[O-])cc2s1)Nc1ccc(Cl)cc1Cl	41	29	42	23	34	56	78	40
NS(=O)(=O)c1ccc(-n2ncc(NC(=O)Nc3ccc(S(=O)(=O)Nc4nccs4)cc3)c2-c2ccccc2)cc1	100	106	98	103	100	98	96	94
O=C(CSc1nc2c(c(=O)[nH]1)CCCC2)NNC(=O)c1ccccc1	105	113	98	105	111	107	110	104
N#C/C(=C\c1cccc(Br)c1)c1nc(N)nc(Nc2ccc(S(N)(=O)=O)cc2)n1	97	93	98	101	94	98	100	97
O=C(CN1CCNCC1)Nc1ccc2oc(=O)ccc2c1	103	98	85	98	104	92	108	102
ONc1nc(NO)c2[nH]cnc2n1	.	81	13	45	9.6*	101	77	84
N#C/C(=C\c1c(Cl)cncc1Cl)c1nc2ccccc2s1	89	79	79	81	79	96	104	99
Fc1ccc(Nc2ccnc(N3CCN(c4ccnc5cc(Cl)ccc45)CC3)n2)cc1	.	-7.4*	40	24	13	25	43	63
O=C(O)c1cn(C2CC2)c2cc(N3CCN(C(=O)N/N=C/c4cccc5ccccc45)CC3)c(F)cc2c1=O	102	97	112	110	100	106	93	95
c1ccc2c(c1)[nH]c1c(-c3ccc(-c4nccc5c4[nH]c4ccccc45)cc3)nccc12	90	99	106	97	97	115	99	83
O=C(Nc1ccccc1-c1ccccc1)C(=O)Nc1ccccc1-c1ccccc1	114	77	94	85	104	103	106	104
CC(C)(C)n1nnnc1C(NC12CC3CC(CC(C3)C1)C2)c1c(F)cc(F)cc1F (configuration not stated)	90	110	101	107	107	94	90	112
O=C(Nc1nc2ccccc2[nH]1)C(=O)Nc1nc2ccccc2[nH]1	.	.	95	91	103	97	99	99
Cc1cc(Cl)c2c(Cl)ccc(Cl)c2n1	.	94	99	107	96	95	101	102
CCOC(=O)C/C(C)=N\NC(N)=S	.	79	100	101	109	.	92	.
CC(C)N1CN2C(=O)N(C)C3NC(=S)N(C1)C32 (configuration not stated)	102	105	95	88	95	92	100	102
CCc1ccc(Cc2cnc(NC(=O)C3=NCCCN3)s2)cc1	99	114	104	101	103	100	98	103
CC(=O)[C@H]1CC[C@H]2[C@@H]3CC=C4c5sc(N)nc5CC[C@]4(C)[C@H]3CC[C@]12C	89	112	82	28	67	69	89	85
Cc1cccc(-n2nnc(CC(=S)N3CCOCC3)c2C)c1	106	109	104	102	102	104	108	107
CN1CCN(Cc2ccc(NC(=O)c3ccc(C#Cc4c(N)ncc5ccc(F)cc45)cc3)cc2C(F)(F)F)CC1	-59*	-2.0*	-40*	-43*	-55*	-49*	-89*	-39*
COc1cc2nc(C(=O)N3CCCCC3)cc(Nc3ccccc3)c2cc1OC	97	73	101	88	97	98	116	96
C1C2CC3C1C3/C2=N\N=C1/C2CC3C(C2)C13	98	99	90	100	106	95	119	101
CCc1cccc2c3c(sc12)C(c1ccc(Cl)cc1)C(C#N)=C(/N=C/c1ccc(Cl)cc1)O3 (configuration not stated)	46	.	13	8.8*	30	34	1.3*	37
CC1=C(C(=O)c2ccccc2)C(c2c(O)cc(O)cc2O)n2c(nc3ccccc32)N1 (configuration not stated)	77	122	105	91	108	95	104	94
CC(=O)OC[C@@]12Oc3c(cccc3-c3ccc(O)c4c3O[C@]3(COC(C)=O)C(=C4O)C(=O)C[C@H](C)[C@@H]3OC(C)=O)C(O)=C1C(=O)C[C@H](C)[C@@H]2OC(C)=O	16	-25*	14	-27*	4.8*	19	22	8.1*
C1=C\CCC2(OCCO2)C2(CC/1)OCCO2	114	101	103	107	92	105	123	96
C=CCSc1nnc(-c2ccc(-c3nc4ccc(Cl)cc4[nH]3)cc2)o1	61	82	37	55	49	60	29	40
CC(CO)CC(C)(C)C (configuration not stated)	107	107	113	113	105	107	106	107
O=C(NCCNc1nccc(-c2c(-c3cccc(O)c3)nc3sccn23)n1)c1ccc(N2CCOCC2)c(C(F)(F)F)c1	74	39	57	59	57	64	19	97
CCCCCCCCCCOC(=O)c1nn(C(C)=O)c2cc3c(cc12)OCO3	92	73	97	106	88	95	97	96
COc1cccc(/C=C2\C(=N)N=C(SCc3nc4ccccc4[nH]3)NC2=O)c1	89	.	97	90	75	107	99	98
CCN(CCO)CCCC(C)Nc1ccnc2cc(Cl)ccc12 (configuration not stated)	97&94	91	93	103&94	95&93	101&107	111&103	102&84
CNC(=O)NC(C)(C)C	98	121	106	109	113	110	102	121
Cc1ccc(-c2nnc(SCc3ccc(O)c4ncccc34)n2-c2ccccc2)cc1	11	-13*	8.8*	8.0*	8.2*	11	.	11
Clc1ccc(-c2nn(-c3ccccc3)cc2-c2nc3ccccc3[nH]2)cc1	77	86	72	48	73	68	74	115
CCCCSc1nnc(-c2ccc(-c3ccc(Cl)cc3)nc2C)o1	95	93	100	103	96	102	104	108
CCOC(=O)c1cnn(CC(O)CC)c1NC(=O)NCc1ccccc1C(F)(F)F (configuration not stated)	92	94	85	81	87	95	88	91
CN1CCN(C(=O)CCN(C(=O)Oc2cc3c(c4ccccc24)[C@H](CCl)CN3C(=O)c2cc3cc(OCCCN4CCC4)ccc3[nH]2)[C@H]2CCSSC2)CC1	-89*	-32*	-36*	-40*	-35*	-61*	-62*	-77*
COc1ccc(N=Nc2ccc(O)cc2)cc1	.	87	14	71	29	71	87	105
COc1ccc(Nc2nc(NCc3ccccc3)c3ccccc3n2)cc1	.	-4.8*	68	76	82	22	77	-48*
C=CCc1cc(OC)c(OC)c(OC)c1	111	108	104	110	104	96	103	104
Cc1cc(C)c(NC(=O)c2ccccc2)cc1N	.	95	97	102	93	107	95	100
COc1ccc(-c2nc3cc(NC(=O)[C@H](N)Cc4ccccc4)ccc3o2)cc1	80	40	106	65	64	102	88	98
Cc1ccc(C(=O)N/N=C/c2ccc(F)cc2)cn1	103	90	96	87	100	94	108	101
NC(=O)C1CCCCC1C(N)=O (configuration not stated)	109	95	96	98	99	115	114	102
C=CC(=O)N[C@@H](/C=C/C(=O)OCC)Cc1ccc(-c2cc(F)cc(C(N)=O)c2)cc1	91	88	88	94	92	86	98	87
Brc1ccc(C(c2ccccc2)c2ccccc2)cc1	115	.	94	102	96	91	114	115
O=C1C=C(C(O)c2ccc(Cl)cc2)C(=O)c2ccccc21 (configuration not stated)	85	56	.	.	89	110	106	104
O=C1NC(=O)/C(=C/c2ccc(C3Oc4ccccc4C4CC(c5ccccc5)=NN43)cc2)S1 (configuration not stated)	95	102	95	96	97	105	107	105
CCOC(=O)C(=O)CC(C)=O	.	114	111	113	95	98	105	103
COc1ccc(NC(=O)Cn2c(Br)nc3c2c(=O)n(C)c(=O)n3C)cc1	99	87	89	86	92	93	87	90
C=CCN(CC=C)C(=O)Nc1cccc2c(NC(=O)N(CC=C)CC=C)cccc12	97	98	100	113	99	106	98	100
CCN1CCN(c2oc(C(c3ccccc3)c3ccccc3)nc2C#N)CC1	86	89	89	110	92	96	98	100
CCN1CCN(C2=NC(=O)/C(=C/c3ccc(Br)cc3F)S2)CC1	90	56	87	82	85	82	96	97
CC(C)(C)n1cc(-c2ccnc(NCCCNS(=O)(=O)c3ccc(C(F)(F)F)cc3)c2)c(-c2cccc(O)c2)n1	36	23	21	-9.5*	2.2*	21	1.3*	55
N#CC1=C(N)Oc2c(ccc3ccccc23)C1c1cc(=O)oc2ccc(Cl)cc12 (configuration not stated)	45	88	19	31	21	27	3.5*	33
O=c1cc(Cn2cnn(-c3ccccc3)c2=O)c2c(ccc3ccccc32)o1	98	97	90	92	.	95	89	87
C=CCn1c(SCC(=O)Nc2ccc(C(=O)/C=C/c3cc(OC)c(OC)c(OC)c3)cc2)nnc1-c1cc(-c2ccc(S(N)(=O)=O)cc2)nc2ccccc12	100	97	30	4.9*	60	107	96	111
C=C1C(=O)N(C)CCC1C(CC)C(=O)OC (configuration not stated)	114	.	100	99	107	101	112	110

The list goes on:
SMILES	EKVX	HOP-92	CCRF-CEM	RPMI-8226	MOLT-4	A549/ATCC	M14	HOP-62
O=c1[nH]c(O)c(C=c2ccc(=C3N=c4c(c5ccccc5c5ccccc45)=N3)cc2)s1	88	79	35	34	53	91	52	99
CCCCNc1ncnc2c1cnn2C	99	103	95	102	103	100	104	101
Clc1nc(-c2cccc3ccccc23)nc2sc3c(c12)CCCCCC3	.	.	92	97	92	97	99	100
C=C(C)C[C@@]1(C)CC2[C@@]3(C)CC[C@H](O)C(C)(C)C3CC[C@@]2(C)[C@H](C(=O)OC)C1=O (some centres not stated)	106	100	92	86	83	93	107	111
Cc1[nH]c(C(=O)Nc2ccc(C(=O)NCCN)cc2OC2CCNCC2)c(Cl)c1Cl	92	83	100	94	97	105	92	104
CCOc1ccccc1NC(=O)c1cc(-c2ccc(Cl)cc2)n(-c2ccc(S(C)(=O)=O)cc2)n1	67	80	72	73	66	84	92	102
O=C(/C(=C/c1ccc([N+](=O)[O-])cc1)SCc1ccc(F)cc1)c1ccc(F)cc1	101	90	7.7*	-29*	22	91	83	94
CC[C@@]12C=C(C)[C@H]3c4c(cc(O)cc4N1C(=O)C(C)=C2O)[C@@H](O)[C@@H]3C	101	98	97	99	.	104	97	94
COc1ccccc1/C=C/c1c(C(=O)O)cccc1[N+](=O)[O-]	.	98	106	106	100	104	98	117
Oc1ccc(NC(=S)Nc2ccccc2)cc1	89	97	96	101	108	94	104	95
